Bioassay records deposited in PubChem BioAssay by Broad Institute.
CD40 NFkB inh: CD40 pathway inhibition in BL2 cells; AID 1053188; 0.94% of 83,000 active; BL2 NF-kB luciferase reporter, CD40L-induced, 4 h; inhibition, % at 10 µM;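 active means mean inhibition of at least 50% with a set share of replicates also reaching that level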;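 further: 0% = neutral control wells and 100% = IKK inhibitor VII at 50 µM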
* hit, by the source's call; & = joins results of further samples; [ ] = dose if it differs, or a comment.

CD40 NFkB inh	molecule
0	COc1ccnc(Oc2ccc(F)cc2)c1C(=O)N/C=N/OCc1c(Cl)cccc1Cl
-15[25 µM]	COc1cccc(NC(=O)N(C)C[C@H]2OCc3ccccc3-c3ccccc3C(=O)N([C@@H](C)CO)C[C@H]2C)c1
-4	COc1ccc(C(C)=O)cc1CN1C(=O)NC(CC(C)C)C1=O (stereo unspecified)
1	O=C(CCN1CCCCC1)NCC[C@@H]1CC[C@H](NC(=O)C2CCCCC2)[C@H](CO)O1
-4	CCCCSc1n[nH]c(=S)c2nc[nH]c12
-10[25 µM]	C[C@H](CO)N1C[C@H](C)[C@@H](CN(C)S(=O)(=O)c2ccc(F)cc2)Oc2ncc(-c3cccc(C(=O)N(C)C)c3)cc2C1=O
-45	CCOC(=O)c1cnc(SCC(=O)OC)nc1N
4	COc1cccc(CNC(=O)c2ccccc2SCC(=O)N2CCCC2)c1
23	O=[S@]1Oc2ccccc2-c2ccccc21
-85	Cc1ccc(NC(=O)CN(C)C(=O)CNC(=O)c2sc3ccccc3c2Cl)cc1
1[25 µM]	COc1ccc(NC(=O)Nc2cccc3c2O[C@@H](CN(C)C(=O)NC2CCCCC2)[C@@H](C)CN([C@H](C)CO)C3=O)cc1
-2	NS(=O)(=O)c1ccc(CNC(=O)c2ccc(NS(=O)(=O)c3cccs3)cc2)cc1
23	C[C@@H]1CN([C@@H](C)CO)C(=O)CCCn2cc(nn2)CO[C@@H]1CN(C)S(=O)(=O)c1ccccc1
-1	CS(=O)(=O)N1CCN(CCN2C(=O)c3cccc4cccc(c34)C2=O)CC1
6	NC(=O)c1nsc(C(=O)N(CC(=O)NC2CCCC2)Cc2ccc3c(c2)OCO3)c1N
-4	Cc1cc2occ(CC(=O)N(C)CC(=O)Nc3ccccc3Br)c2cc1C
6	CCOC(=O)c1c[nH]c(=O)c(Br)c1O
-10	COc1ccc(-c2nc(C#N)c(NCCCN3CCOCC3)o2)cc1
-31	Cc1cc(NC(=O)C(=O)NCCN2CCN(S(C)(=O)=O)CC2)ccc1Br
-3	Cn1c(=O)c2c(ncn2CC(=O)N2CCN(S(=O)(=O)c3ccccc3)CC2)n(C)c1=O
2	c1ccc(COc2cccc(-c3cc4nc(NCCOc5ccccc5)ccn4n3)c2)cc1
9	CSc1ccc(CN(C)C(C)C(=O)Nc2ccc(F)c(F)c2F)cc1 (stereo unspecified)
-11	O=C(NNc1nc2c(F)cccc2s1)c1ccc(F)cc1
6	CN(Cc1cccc(F)c1)C(=O)CN1C(=O)NC2(CCc3ccccc32)C1=O (stereo unspecified)
15	CCC(=O)Nc1nc2ccccc2n1CCN(C)C
6	O=C(CNS(=O)(=O)c1ccc(Br)s1)NCC1COc2ccccc2O1 (stereo unspecified)
-18	O=C(CSc1nnc(-c2ccccc2)o1)NC1CC1
7	N#CCCn1nc(-c2ccccc2)cc1-n1c(C(F)(F)F)nc2ccccc21
-27[25 µM]	C/C=C/c1ccc2c(c1)[C@@H]1[C@@H](CCN1S(=O)(=O)c1ccc(C)cc1)[C@@H](CO)N2
9	CC1c2cc3c(cc2CCN1S(=O)(=O)c1ccccc1)OCCCO3 (stereo unspecified)
0	COC(=O)c1sc(S(=O)(=O)Oc2ccccc2NC(C)=O)c(C(=O)OC)c1C
-1[25 µM]	O=C(O)Cc1ccc(OCCNC[C@H](O)c2ccccc2)cc1
0	Cc1cc(C)c2cccc(N)c2n1
3	CSc1ccc(S(=O)(=O)NCCCOC(C)C)cc1
-12	COCCn1c(C)cc(C(=O)Cn2nc(C(=O)O)c3ccccc3c2=O)c1C
6	Cc1cc(C)c(CN2CCN(Cc3ccc(C)o3)C(CCO)C2)c(-n2cccn2)c1 (stereo unspecified)
-4[25 µM]	CC(C)NC(=O)Nc1ccc2c(c1)C(=O)N([C@H](C)CO)C[C@H](C)[C@H](CN(C)C(=O)C1CCCCC1)OCCCC[C@@H](C)O2
-5[25 µM]	CN1C(=O)c2cc(NC(=O)c3cscn3)ccc2OC[C@@H]2O[C@H](CC(=O)N3CCOCC3)CC[C@H]21
12[25 µM]	CO[C@H]1CN(C)C(=O)c2cc(NC(=O)Nc3ccccc3F)ccc2OC[C@H](C)N(CCC(F)(F)F)C[C@@H]1C
7[25 µM]	Cc1ccc(S(=O)(=O)N2C[C@@H](O)COC[C@H]3O[C@@H](CC(=O)NCc4ccc5c(c4)OCO5)CC[C@@H]32)cc1
1	COCCN(C(=O)COC(=O)c1ccccc1Cc1ccccc1)c1c(N)n(Cc2ccccc2)c(=O)[nH]c1=O
-2	O=C(CCC(=O)N1CCN(c2ccccc2)CC1)Nc1nnc(C2CCCCC2)s1
7	CCn1nc(C)cc1C(=O)N1CCCC(CCC(=O)NCc2ccccc2F)C1 (stereo unspecified)
40[25 µM]	O=C(C[C@@H]1CC[C@@H]2[C@H](COC[C@@H](O)CN2C(=O)Nc2ccc(Cl)cc2)O1)NCC1CCCCC1
-15[25 µM]	COc1ccc(CN(C)C[C@H]2OCc3cnnn3CCCC(=O)N([C@@H](C)CO)C[C@@H]2C)cc1
-13	CN(Cc1ccco1)C(=O)c1cc2c(s1)-c1ccc(Cl)cc1S(=O)(=O)C2
4	CC(=O)c1cccc(N2C(=O)CC(N3CCN(S(=O)(=O)c4ccc(Cl)cc4)CC3)C2=O)c1 (stereo unspecified)
0	Cc1ccc(SCCNS(C)(=O)=O)cc1
20	COc1cc(NS(=O)(=O)c2ccc(N)cc2)nc(OC)n1
-4[25 µM]	Cc1noc(C)c1NC(=O)Nc1ccc2c(c1)C(=O)N(C)[C@H]1CC[C@@H](CC(=O)N[C@@H]3CCN(Cc4ccccc4)C3)O[C@@H]1CO2
5	Cc1nc2sc3c(c2c(=O)o1)CCCC3
-22	O=C1CS/C(=N\N=C\c2ccco2)N1c1ccccc1
-36	COc1ccccc1C(=O)NCCC(=O)NCC(c1ccco1)N1CCCC1 (stereo unspecified)
0[25 µM]	COc1cccc(S(=O)(=O)Nc2ccc3c(c2)[C@@H]2C[C@H](CC(=O)NCc4ccccc4F)O[C@@H](CO)[C@@H]2O3)c1
0[25 µM]	CCCNC(=O)C[C@@H]1C[C@@H]2c3cc(NC(=O)COC)ccc3O[C@@H]2[C@H](CO)O1
4	N#C[C@@H]1[C@@H](c2ccc(-c3ccncc3)cc2)[C@@H](CO)N1C(=O)C1CCCC1
0	CC(=O)N1CCN(S(=O)(=O)c2cccc(C(=O)NC3CCCC(C)C3C)c2)CC1 (stereo unspecified)
4	COc1ccc(CC2(CO)CCN(Cc3cnn(C)c3)CC2)cc1
-2	Cc1ccc(C(=O)Nc2ccc(N3CCOCC3)cc2)cc1S(=O)(=O)N1CCCCC1
4	CCOC(=O)C1CCN(C(=O)CCCn2c(=O)c3cccn3c3cccnc32)CC1

Molecules shown so far that contain bromine, in the order listed:
CD40 NFkB inh	molecule
-4	Cc1cc2occ(CC(=O)N(C)CC(=O)Nc3ccccc3Br)c2cc1C
6	CCOC(=O)c1c[nH]c(=O)c(Br)c1O
-31	Cc1cc(NC(=O)C(=O)NCCN2CCN(S(C)(=O)=O)CC2)ccc1Br
6	O=C(CNS(=O)(=O)c1ccc(Br)s1)NCC1COc2ccccc2O1 (stereo unspecified)

(next part)
CD40 NFkB inh	molecule
-57	CCOc1ccc(CCNC(=O)COC(=O)c2cccc(N(C)C)c2)cc1OCC
-3	Cc1ccc(C(CC(=O)O)NC(=O)c2ccc(S(=O)(=O)N3CCCC3)cc2)cc1 (stereo unspecified)
-17	CN(C)/C=N/c1sc2c(c1C#N)CCC2
6	COc1cc([C@H]2[C@@H]3CCCC[C@]3(O)CCN2Cc2ccccc2F)ccc1O
12	CCn1c(=O)c2c(nc3n2CCS3)n(C)c1=O
12	CC(C)C[C@@H]1NC(=O)N(CCCn2ccnc2)C1=O
10	O=c1c2c(n3nnnc3n1Cc1ccccc1)-c1ccccc1CC21CCCC1
3	COc1ccc(NC(=O)CN(C)C(=O)CN2C(=O)NC3(CCCC3)C2=O)cc1
4	COc1ccc(OC)c(NC(=O)CSc2nnc3ccc(-c4ccccn4)nn23)c1
-1[25 µM]	C[C@H](CO)N1C[C@H](C)[C@@H](CN(C)C(=O)c2ccccc2)Oc2ncc(C#Cc3ccccc3)cc2C1=O
22	CCN(CC)C(=O)C(C)OC(=O)COc1ccc(Cl)cc1C (stereo unspecified)
-1	CC(C)OC(=O)NCCOC(=O)Nc1ccc(Cl)c(Cl)c1
0	Cc1cc(Br)c(NC(=O)CN2C(=O)NC3(CCOc4ccccc43)C2=O)c(Br)c1 (stereo unspecified)
8	Nc1c(Br)cc(Br)c2c1C(=O)c1c(cccc1S(=O)(=O)O)C2=O
-96	O=C(c1cccs1)N1CCn2c1nc1ccccc12
-13	CC1CCCCC1NS(=O)(=O)CCNC(=O)c1ccc2c(c1)OCO2 (stereo unspecified)
0	CCOC(=O)N1CCN(C(=O)c2ccc3nc(C)sc3c2)CC1
-10[25 µM]	CO[C@@H]1CN(C)C(=O)c2cc(NS(C)(=O)=O)ccc2OC[C@@H](C)N(C(=O)C2CCOCC2)C[C@H]1C
-49	Cc1cc(-c2nn3c(-c4ccccc4)nnc3s2)c2ccccc2n1
-12[25 µM]	NC(N)=NC(=O)c1nc(Cl)c(N2CCCCCC2)nc1N
-5	COc1cc(OC)c(-c2nc3cnccc3n2C)cc1OC
4	CCc1nnc(NC(=O)[C@@H](NC(=O)c2cccc(C)c2)C(C)C)s1
11	CSc1nnnc2ccccc12
6	O=C(C1CCCCC1)N1CCC(c2nc3ccccc3[nH]2)CC1
22[25 µM]	O=C(C[C@H]1C[C@H]2c3cc(NS(=O)(=O)c4ccc(F)cc4)ccc3O[C@H]2[C@H](CO)O1)N1CCc2ccccc2C1
-12	O=C(NCc1ccccc1)N1CCn2c(nc3ccccc32)C1
5	O=C(CCc1ccccn1)N1CCCC(Nc2ccc(F)cc2)C1 (stereo unspecified)
9	O=C(Nc1cccc(S(=O)(=O)N2CCOCC2)c1)c1cnccn1
13	Fc1ccccc1-c1nnc2c3ccccc3nc(N3CCOCC3)n12
2	CCN(CC)S(=O)(=O)c1ccc(N2CCOCC2)c(NC(=O)c2ccc(=O)[nH]c2)c1

Single entries from the entries so far:
`CSc1nnnc2ccccc12` in CD40 NFkB inh is listed with 11
`O=C(CCc1ccccn1)N1CCCC(Nc2ccc(F)cc2)C1` (stereo unspecified) in CD40 NFkB inh is listed with 5
`Cc1ccc(C(CC(=O)O)NC(=O)c2ccc(S(=O)(=O)N3CCCC3)cc2)cc1` (stereo unspecified) in CD40 NFkB inh is listed with -3

Further compounds:
CD40 NFkB inh	molecule
7	Cc1nc([N+](=O)[O-])cn1C(C)C
3	O=C(COc1cccnc1[N+](=O)[O-])Nc1cccc(S(=O)(=O)N2CCOCC2)c1
16	CCOC(=O)C1CCCN(c2c(C(=O)c3ccccc3)cnc3ccccc23)C1 (stereo unspecified)
-10	CCc1ccccc1OCC(=O)Nc1ccc(F)c(S(=O)(=O)N2CCOCC2)c1
4	Cc1ccc(S(=O)(=O)N2CCOCC2)cc1C(=O)Nc1cc(S(=O)(=O)N2CCCCC2)ccc1O
2[25 µM]	C[C@@H]1CN([C@@H](C)CO)C(=O)CCCn2cc(nn2)CO[C@@H]1CN(C)C(=O)c1ccncc1
1	COc1ccc(CC(=O)Nc2ccc(-c3nnc(-c4ccccc4)o3)cc2)cc1
7&3	C/C=C/c1ccc(C2[C@@H]3CN(C(=O)CN4CCOCC4)C[C@H]2N3)cc1 (stereo partly specified)
8	O=C(Nc1ccc(Cl)cc1F)C1CCCN(C2=NS(=O)(=O)c3ccccc32)C1 (stereo unspecified)
6	CC(=O)NC12CC3CC(C1)CC(C(=O)Nc1cccc(S(=O)(=O)N4CCCCCC4)c1)(C3)C2
10	COC(=O)c1cc(OC)c(OC)cc1NC(=O)CN1C(=O)c2ccccc2C1=O
16	O=C(NCCc1ccccc1)C(=O)NCC1CCCN1S(=O)(=O)c1ccccc1 (stereo unspecified)
-5	Cc1ccccc1CSc1nccn1-c1ccccc1
10	CCS(=O)(=O)N1CCCC(C(=O)NCCCOC(C)C)C1 (stereo unspecified)
-28	O=[N+]([O-])c1ccccc1S(=O)(=O)Nc1cccc(S(=O)(=O)N2CCCC2)c1
-4[25 µM]	CC(=O)N1[C@@H](CO)[C@@H](c2ccc(-c3ccc(C#N)cc3)cc2)C12CN(C(=O)C1CC1)C2
14	O=C1CC(NS(=O)(=O)c2cc(F)ccc2F)CN1c1cccc(F)c1 (stereo unspecified)
-48	O=C(Oc1ccccc1)Oc1ccc2c(c1)oc(=O)c1ccccc12
8	COC(=O)C1CCN(C(c2cccs2)c2sc3nc(C)nn3c2O)CC1 (stereo unspecified)
5	CCn1ncc(NC(=S)NCCc2ccc(OC)c(OC)c2)c1C(N)=O
7	Cn1cc(Br)c(C(=O)NN2C(=O)C3C4C=CC(C5CC45)C3C2=O)n1 (stereo unspecified)
9	O=c1ccsc2ccccc12
-3	CC(C)NC(=O)N1[C@H](CN(C)C(=O)c2ccccc2)[C@@H](c2ccccc2)[C@@H]1CO
2	O=C(c1ccc(F)cc1)N1CCC(C(=O)N2CCN(Cc3ccc4c(c3)OCO4)CC2)CC1
9	CC1(C)C(=O)Nc2ccccc2N1C(=O)COC(=O)CSc1ccc(F)cc1
-3	O=S(=O)(c1ccc(NCCOCCO)nc1)N1CCCCC1

In the list so far, five have an NH in an aromatic ring:
CD40 NFkB inh	molecule
-4	CCCCSc1n[nH]c(=S)c2nc[nH]c12
6	CCOC(=O)c1c[nH]c(=O)c(Br)c1O
1	COCCN(C(=O)COC(=O)c1ccccc1Cc1ccccc1)c1c(N)n(Cc2ccccc2)c(=O)[nH]c1=O
6	O=C(C1CCCCC1)N1CCC(c2nc3ccccc3[nH]2)CC1
2	CCN(CC)S(=O)(=O)c1ccc(N2CCOCC2)c(NC(=O)c2ccc(=O)[nH]c2)c1

A portion of the library; count on the stated rates, not on these rows.
